Assay outcomes (PubChem BioAssay)
EP2 antag – inhibitors of human EP2 prostaglandin E2 receptor; C6 glioma cells expressing human EP2, cAMP TR-FRET; cells stimulated with saturating PGE2; hit rate 0.52% among 260,000; inhibition, % at 25 µM;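 active = percent inhibition above 40 after rounding to a whole number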;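 also: rat C6 glioma host cells with rolipram phosphodiesterase inhibitor present; the protocol text gives 20 µM as final concentration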
Rad51 HR inh – blocks human Rad51 in homologous recombination | hRad51 DNA strand exchange, fluorescence dequenching | inhibition, % at 10 µM | hit rate 0.085% among 200,000;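 active = inhibition above 40% at the single screening dose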;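 also: 0% = DMSO control wells and 100% = blanks with heterologous ssDNA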
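System: human Rad51 nucleoprotein filaments preassembled on unlabelled ssDNA. Reagent: labelled 47-mer dsDNA for strand exchange. Schedule: 30-min compound preincubation and 15-min exchange, both room temperature. Measured by: FRET fluorescence dequenching, excitation 485 nm, emission 520 nm. Read-out: Fluorescence-based percent inhibition, control- and blank-normalised. Benchmarks: plate controls and plate blanks.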
eIF4E 4G PPI – blocks eIF4E binding to eIF4G | inhibition, % at 21.7 µM | TR-FRET eIF4E-eIF4GI(517-606) binding, 2 h | hit rate 0.37% among 220,000 | AID 782 | P63073+Q04637;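 active = inhibition above about 30%, limit read from the data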;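 also: 0% = full FRET control wells and 100% = background wells lacking eIF4GI fragment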
14-3-3 Bad inh – disrupts binding of bovine 14-3-3 zeta to phospho-Bad peptide; P63103; TR-FRET 14-3-3zeta/Dy647-pBad peptide displacement, 1 h; inhibition, % at 21.7 µM; hit rate 0.71% among 220,000; AID 781;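 active = inhibition above about 70%, limit read from the data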;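 also: 0% = full 14-3-3 plus peptide FRET controls and 100% = background without 14-3-3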
Tb hexokinase – blocks Trypanosoma brucei hexokinase 1 activity | recombinant TbHK1, G6PDH-coupled NADH A340 | inhibition, % at 10 µM | AID 1430 | hit rate 0.11% among 220,000;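 active = inhibition of 50% or more in the single-dose primary screen; inactive = inhibition below 50%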
L929 necroptosis – L929 zVAD cell death inhibition | viability rescue, % at 10 µM | L929 zVAD necroptosis rescue, ATP luminescence, 24 h; with zVAD 60 µM | hit rate 0.38% among 220,000;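 active = activation, scaled between plate controls, above about 75%, limit read from the data; inactive = activation under that limit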;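 also: 0% = zVAD with DMSO and 100% = DMSO alone without zVAD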
EP2 mod – EP2 receptor (human) modulation | P43116 | EP2-expressing cells, cAMP HTRF FRET, PGE2 co-stimulation | induction, % at 25 µM | hit rate 0.83% among 260,000;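 active = compounds whose cAMP rise, as percent of the full-agonist control response, exceeds 60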;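 also: rat C6 glioma line stably carrying human EP2 under a CMV promoter; the protocol text gives 20 µM as final concentration; 100% = response of wells given 1 µM PGE2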
m-calpain inh – inhibitors of pig calpain II; inhibition, % at 16 µM; hit rate 0.37% among 220,000; purified calpain II, fluorogenic peptide substrate, 30 min;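 active = inhibition above about 50%, limit read from the data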
Hck Nef HTS – blocks Nef-activated human Hck kinase; P08631; Recombinant Hck-YEEI plus Nef, Z-Lyte FRET kinase assay; inhibition, % at 20 µM; hit rate 0.68% among 220,000; AID 463187;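 active = Hck-Nef kinase inhibition above about 50%, limit read from the data; inactive = inhibition below that limit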;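 also: 0% = DMSO with Hck plus Nef and 100% = Hck alone without Nef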
An asterisk follows results filed as active; . = not tested or not shown; & = joins results of further samples; [ ] = another dose, or the depositor's remark. This is a subset; the hit share may differ from the screen's.

SMILES	EP2 antag	Rad51 HR inh	eIF4E 4G PPI	14-3-3 Bad inh	Tb hexokinase	L929 necroptosis	EP2 mod	m-calpain inh	Hck Nef HTS
COc1ccccc1CN1CN(S(=O)(=O)c2ccccc2)c2nc3ccccc3nc21	4	6	5	5	-15	-0.2	3	5	14
c1cncc(-c2nnc(SCc3cccc4ccccc34)o2)c1	.	.	-3	-1	6	-0.2	13	13	3
CCn1c(=NC(=O)c2cccc(N3C(=O)CCC3=O)c2)sc2c(C)ccc(OC)c21	9	.	-4	-7	-57	0.9	-14	6	24
N#CCSc1nnc(Cc2cccc3ccccc23)n1C1CCCCC1	12	-10	5	-6[fluorescence artefact?]	-12	-0.1	13	-21	2
Cc1ccccc1NC(=S)N(Cc1cccnc1)Cc1ccccc1Cl	4	2	-2	-4	-4	0.1	7	9	-6
COc1ccc(CCNC2CC(=O)N(N(C)C)C2=O)cc1OC (stereo not drawn)	2	.	-1	-11	-3	0.8	10	-14	17
Cc1cc(C)c2[nH]c(=O)c(CN(CC3CCCO3)C(=O)C3CCCO3)cc2c1 (stereo not drawn)	2	-3	-1[fluorescence artefact?]	5	-7	-0.4	20	-45	0
O=C(NCCn1cc(SCc2ccc(F)cc2)c2ccccc21)c1ccccc1F	6	4	5[fluorescence artefact?]	-4	4	0.2	25	14	-6
CCc1nc2ccccc2c(C(=O)OCC(=O)C(C)(C)C)c1C	4	-4	-2	4	13	12	-88	11	7
Cn1c(N)c(C(=O)CSc2nc(N)cc(=O)[nH]2)c(=O)n(C)c1=O	8	3	-6	-4	-5	0.6	16	0	5
NC(=O)CSc1nccn1Cc1ccc(Cl)cc1	7	-11	-8	0	6	0.8	-9	30	-18
O=C(NCC(c1ccco1)N1CCCCC1)C(c1ccccc1)c1ccccc1 (stereo not drawn)	5	-5	-1	-7	-3	0.4	36	-4	-7
CN(C(=O)c1cnc(N2CCN(c3ncccn3)CC2)c2ccccc12)c1ccc(Cl)cc1	.	.	3[fluorescence artefact?]	2[fluorescence artefact?]	-10	-0.1	1	11	1
COc1ccc(/C=C(/C(=O)c2ccc(Cl)cc2Cl)n2cncn2)cc1	7	-1	3	40	-27	-0.1	-8	-37	2
COc1ccc(S(=O)(=O)NC(C(=O)NCCc2ccccn2)C(C)C)cc1 (stereo not drawn)	5	3	-1	1	1	-0.5	13	14	24
Cc1ccc(C)c(OCCCCCn2ccnc2)c1	4	7	-7	20	7	-0.1	2	-16	4
Cc1nn(-c2ccccc2)c(C)c1/C=N/NC(=O)c1cc(C23CC4CC(CC(C4)C2)C3)[nH]n1	14	2	-2	-7	-12	7.3	1	-126	1
COc1ccc(S(=O)(=O)N(CC(=O)N2CCN(C)CC2)C2CCCCC2)cc1OC	13&10	9	-1	4	-1	0.6	5&-20	23	-1
COc1ccc(OCC(=O)N2CCN(c3nnc(-c4ccccc4)c4ccccc34)CC2)cc1	9	-1	8	-2	-18	-0.1	-2	17	0
Cc1cc(C)c(NC2=NS(=O)(=O)c3ccccc32)c(C)c1	12	2	-2[fluorescence artefact?]	11[fluorescence artefact?]	-9	-0.9	26	4	2
S=C(NCc1ccccc1)N1CCN(Cc2ccc3c(c2)OCO3)CC1	9	-11	-1	-2	6	-0.6	-27	22	10
CC(C)(C)c1ccc(C(=O)NCC(=O)OCN2C(=O)c3ccccc3C2=O)cc1	10	-7	4	15	0	-0.1	-2	0	9
O=C(Nc1ccc(F)cc1)N(CCCN1CCOCC1)Cc1cc2cc3c(cc2[nH]c1=O)OCO3	8	.	0	14	-27	0.4	10&15	-40	-6
COC(=O)c1cc(NS(=O)(=O)c2ccc(NCc3cccnc3)c([N+](=O)[O-])c2)cc(C(=O)OC)c1	5	-3	0	6	-4	0.1	36	-10	2
CCCCNCc1cc2ccccc2o1	7	8	-3	4	-6	-0.5	17	-10	14
COc1ccccc1CNC(=O)c1ccc(OCC2CCCO2)cc1 (stereo not drawn)	7	1	1[fluorescence artefact?]	9	-3	1.1	13	32	-1
Cc1ccc(SCCNC(=O)C(C)C)cc1	9	5	-5[fluorescence artefact?]	-9	3	0.0	3	-12	2
COc1ccc2nc(N3C(=O)/C(=C/c4ccc(Cl)cc4)NC3=S)sc2c1	14	-34	18[fluorescence artefact?]	72*[fluorescence artefact?]	50*	0.5	1	-25	10
NNc1cc([N+](=O)[O-])cc2c1C(=O)N(Cc1ccccc1)S2=O (stereo not drawn)	3	.	3	1	-1	1.1	7	-29	14
COc1ccc(/C=N/NC(=O)c2ccc(Cl)cc2)cc1COC(C)=O	7	.	-1	6	-22	0.8	12	39	1
O=C(CN1C(=O)/C(=C2\SC(=S)N(C3CCS(=O)(=O)C3)C2=O)c2ccccc21)Nc1ccc(F)cc1 (stereo not drawn)	8	1	4	49	12	-1.2	13	10	48
COC(=O)c1ccc(CSc2nc3sc4c(c3c(=O)n2C)CCCC4)o1	13	1	-3	3	-6	3.7	28	14	-1
COc1cc(C2/C(=C(\O)c3cc(C)ccc3C)C(=O)C(=O)N2CCN(C)C)ccc1O (stereo not drawn)	9	6	8	-8	-25	1.1	-7	0	2
CCOC(=O)Cc1csc(NC(=O)CSc2ccc(Br)cc2)n1	8	-4	14	-14	38	-0.6	-13	25	4
Cc1c(C(=O)NN2CCOCC2)oc2c1ccc1ccccc12	2	21	-4	-11	-7	5.5	-51	-16	20
O=C(CNc1ccccc1)N/N=C/c1cn(-c2ccccc2)nc1-c1ccccc1	9	8	-3[fluorescence artefact?]	-1[fluorescence artefact?]	23	3.8	-19	8	5
Cc1ccc(C#N)c(SCc2ccccc2F)n1	4	-21	-1	3	-1	-0.1	48	15	5
O=C(N/N=C\c1ccc(COc2ccc([N+](=O)[O-])cc2)o1)c1cccc(Cl)c1	7	-6	-5	9	-3	-0.4	4	-5	1
Clc1ccc(C2=Nn3c(nnc3-c3cc(-c4ccccc4)n[nH]3)SC2)cc1	8	-4	3	1	5	0.0	-10	-19	1
COc1cccc(Nc2cc(C)nc3nc(C)nn23)c1	3	0	-1	0	-3	0.3	8	12	6
CCCCSc1nc2c(cnn2-c2ccccc2)c(=O)n1N	6	-35	-1	-6	5	61	-50	29	28
Cc1ccc2c(c1)c1c(n2CC(O)CN2CCCCC2C)CCCC1 (stereo not drawn)	10	-8	2	-4	-7	0.8	-34	8	17
COc1ccc(/C=N/NC(=O)c2cccc([N+](=O)[O-])c2)cc1OS(=O)(=O)c1ccc(C)cc1	4	-3	-9	1	-4	2.0	-15	-52	2
CCOc1ccc(-c2cc(CCCC(=O)NCc3cccnc3)no2)cc1	12	-4	-2	4	7	-1.1	-5	6	-2
Cc1ccc(S(=O)(=O)Oc2ccc3c(c2)O/C(=C\c2cccnc2)C3=O)cc1	10	.	-8	-7	-13	0.5	-29	-295	0
O=C(Nc1ccc(F)cc1)c1ccc(-n2cncn2)c([N+](=O)[O-])c1	3	-3	-4	1	2	-0.3	-25	34	-21
CC(C)CCNC(=O)Cc1csc(-c2ccccc2)n1	10	-28	-1	-6	2	2.3	-11	-17	23
O=C(O)CN=C1CC(c2ccccc2)CC(=O)/C1=C(/O)CCCN1C(=O)c2ccccc2C1=O (stereo not drawn)	5	.	-3	-4	-7	0.4	-28	23	2
O=C(NCc1ccco1)c1cc2sccc2n1Cc1ccccc1	9	-4	2[fluorescence artefact?]	-5	3	-0.8	47	5	1
CCOC(=O)c1nnc(-c2ccccc2)nc1N1CCSCC1	2	-5	2	-12	-7	1.9	15	0	23
Cc1ccc(CCNC(=O)C2CCCN(S(=O)(=O)c3cccs3)C2)cc1 (stereo not drawn)	8	5	5	1	-4	1.0	-15	28	0
CCOc1cc(/C=C2/NC(=O)N(CC(=O)Nc3cccc(C)c3)C2=O)ccc1O	17	0	-1[fluorescence artefact?]	-9[fluorescence artefact?]	-4	72	15	-23	13
OCCN(CC#CC(O)(c1ccccc1)c1cccc(F)c1)CCO (stereo not drawn)	3	11	0	25	-4	0.8	2	15	8
C=CCNC(=O)C1CC1(c1ccccc1)c1ccccc1 (stereo not drawn)	12	.	-1[fluorescence artefact?]	8[fluorescence artefact?]	-7	-0.4	19	-13	4
C=CCNC(=O)COC(=O)c1ccc(C)c(NC(=O)c2ccco2)c1	7	0	-1	-3	1	0.5	13	-4	16
Cc1ccc(CN2CCN(Cc3nc4c(s3)CCCC4)CC2CCO)cc1 (stereo not drawn)	2	-8	2	-7	-6	2.0	-30	12	-1
COc1ccc(Nc2cc(C(=O)NCc3ccco3)c3ccccc3n2)cc1	5	-1	1[fluorescence artefact?]	10[fluorescence artefact?]	-4	1.1	0	-170	3
O=C(NCc1ccccc1)c1ccc(OCC2CCCO2)cc1 (stereo not drawn)	4	2	10	-6	-4	-0.1	4	0	3
Cc1ccc(NC(=O)c2ccc(S(=O)(=O)NCC3CCCO3)cc2)cc1 (stereo not drawn)	9	0	-3	3	-2	1.0	22	-14	2
CCN(CC(=O)NCCC1=CCCCC1)S(=O)(=O)c1ccccc1	12	.	5	-1	5	-0.6	-28	17	17

New compounds follow:
SMILES	EP2 antag	Rad51 HR inh	eIF4E 4G PPI	14-3-3 Bad inh	Tb hexokinase	L929 necroptosis	EP2 mod	m-calpain inh	Hck Nef HTS
COc1cc(CNCCc2ccccc2)ccc1OCc1ccc(Cl)nc1	.	.	-2[fluorescence artefact?]	-6[fluorescence artefact?]	12	-0.3	-40	-55	1
Cc1ccc(-c2nc(C=Nc3ccc(O)cc3)c(O)o2)cc1	4	10	0	-10	-2	0.6	-71	5	33
O=C(NCCCN1CCN(CCCNC(=O)c2ccc(F)cc2)CC1)c1ccc(F)cc1	13	-5	0[fluorescence artefact?]	-1	-7	-0.2	-3	-54	0
COc1ccc(-c2nnc3ccc(SCC(=O)NCc4ccco4)nn23)cc1OC	14	1	1	-9	-22	-0.1	27	-45	0
Cc1cc2c3nonc3ccc2n1C	15	-7	0	-11	-5	0.1	-30	20	0
COc1nc(OCCNC(C)=O)nc(N(C)C)n1	1	-1	-4	7[fluorescence artefact?]	3	-0.4	23	-20	0
CCCc1cc(-c2n[nH]c(=S)n2CC)c2ccccc2n1	5	4	7	-13[fluorescence artefact?]	-4	0.9	21	-41	6
CN(C)S(=O)(=O)Oc1ccsc1C(=O)Nc1cccc(Cl)c1Cl	10	-2	-3	3	6	0.2	-40	6	2
O=C(NNc1cc(N2CCCC2)nc(N2CCCC2)n1)c1ccc([N+](=O)[O-])cc1	-1	6	-2	-14	-3	1.0	17	-97	23
CCOc1cccc2cc(C(=O)Nc3cc(C)on3)c(=O)oc12	9	-4	-45	30	-17	-0.3	17	-130	24
O=S(=O)(CS(=O)(=O)c1ccc(Cl)cc1)c1ccc(Cl)cc1	1	22	2	1	-3	0.6	-97	8	-4

Only Hck Nef HTS, eIF4E 4G PPI and Rad51 HR inh, for some of the entries so far:
Molecule	Hck Nef HTS	eIF4E 4G PPI	Rad51 HR inh
CCOc1cccc2cc(C(=O)Nc3cc(C)on3)c(=O)oc12	24	-45	-4
O=S(=O)(CS(=O)(=O)c1ccc(Cl)cc1)c1ccc(Cl)cc1	-4	2	22
COc1ccc(-c2nnc3ccc(SCC(=O)NCc4ccco4)nn23)cc1OC	0	1	1
CN(C)S(=O)(=O)Oc1ccsc1C(=O)Nc1cccc(Cl)c1Cl	2	-3	-2
COc1nc(OCCNC(C)=O)nc(N(C)C)n1	0	-4	-1
